RSV CPE inhibition: RSV antiviral activity via CPE protection, HEp-2 cells, primary 10 µM value included (AID 2391); HEp-2 cells, RSV-induced CPE inhibition; higher % means a stronger effect; CPE inhibition, % at 10 µM, or IC50 in µM where a hit was titrated; hit rate 0.13% among 310,000; in the data active = a potency from the dose series; inconclusive = CPE inhibition mostly from about 23% at the one dose, without a potency; inactive = the rest, 99 in 100 with CPE inhibition below about 21%; note: strong numbers were not always called active
PhoP inhibition: inhibitors of PhoP regulon expression, primary screen, Salmonella Typhimurium, GFP reporter (AID 1863). S. Typhimurium PhoP-regulated promoter GFP reporter, 4 h; higher % means a stronger effect. inhibition, % at 50 µM; hits with a dose series show IC50 in µM. hit rate 0.16% among 300,000;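 active = inhibition over 29.93%, a cutoff 3 SD above the screen mean, later confirmed by dose response; inconclusive = inhibition over 29.93% but no dose response follow-up; inactive = inhibition at most 29.93% or unconfirmed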;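 note: 0% = low Mg2+ inducing control and 100% = high Mg2+ repressing control; strong numbers were not always called active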
UTI89 phage lysis: inhibition of K1F phage lysis, E. coli UTI89, bacterial capsule biogenesis inhibitors, alamar blue (AID 488966); E. coli UTI89 K1F phage lysis, alamar blue, 2 h; higher % means a stronger effect; one-dose inhibition, % at 100 µM; IC50 in µM for titrated hits; hit rate 0.02% among 340,000;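 active = phage lysis inhibition, versus mean bacterial control, above a set limit; inconclusive = no clear call, values can overlap the other calls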;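 note: capsule biogenesis inhibitors block K1F phage lysis so surviving cells raise fluorescence; higher fluorescence means more inhibition of phage lysis; actives were called in the ten point dose series up to 300 µM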
Large T inhibition: SV40 large T antigen inhibitors, biochemical (AID 1903); SV40 large T antigen ATPase/helicase inhibition assay; higher % means a stronger effect; one-dose inhibition, % at 20 µM; IC50 in µM for titrated hits; hit rate 0.39% among 310,000; in the data active = a potency from the dose series; inconclusive = inhibition mostly from about 32% at the one dose, without a potency; inactive = the rest, 99 in 100 with inhibition below about 32%; note: strong numbers were not always called active
Myeloid diff MLP: induction of myeloid progenitor differentiation, primary screen, cell-based, flow cytometry, MLPCN library; ER-HoxA9 myeloid progenitors, lysozyme-GFP differentiation; calls only at 10 µM; hit rate 1% among 360,000;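 active = normalized GFP-positive differentiation at or above the plate's own cutoff, the solvent-only control mean plus 3 SD; inconclusive = no clear call, values can overlap the other calls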;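 note: cells exposed to compound for four days before flow analysis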
NTR1 ag: agonists of NTR1, primary screen, imaging, U2OS cells, beta-arrestin-GFP, high content (AID 493036); Neurotensin receptor type 1 (Homo sapiens), P30989; NTR1-U2OS beta-arrestin-GFP spot imaging, agonist mode; activation, % at 20 µM; hit rate 0.17% among 330,000;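 active = activation at or above 40% of the spot to cytoplasm intensity ratio, with at least 20 cells analyzed; inconclusive = wells under 20 cells, flagged as cytotoxic or low count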;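 note: 0% = DMSO without peptide and 100% = 100 nM NTR1 peptide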
Target sequence (P30989 whole entry, looked up): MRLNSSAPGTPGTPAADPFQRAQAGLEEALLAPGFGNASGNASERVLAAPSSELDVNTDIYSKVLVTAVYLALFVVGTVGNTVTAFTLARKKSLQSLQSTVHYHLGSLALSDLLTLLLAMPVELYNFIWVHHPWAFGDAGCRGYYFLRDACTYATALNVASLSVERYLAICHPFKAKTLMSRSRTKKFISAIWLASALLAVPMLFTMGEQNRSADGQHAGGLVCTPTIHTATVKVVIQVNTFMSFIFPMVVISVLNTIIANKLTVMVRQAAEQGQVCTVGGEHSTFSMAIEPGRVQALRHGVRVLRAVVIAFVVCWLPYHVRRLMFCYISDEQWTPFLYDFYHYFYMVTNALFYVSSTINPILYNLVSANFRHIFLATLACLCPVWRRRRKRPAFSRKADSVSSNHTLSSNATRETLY
Rac1 GTP hydrolysis: MgcRacGAP GTPase-activating activity inhibitors, confirmation, biochemical, ADP Hunter fluorescence. MgcRacGAP-stimulated Rac1 GTP hydrolysis, ADP Hunter fluorescence; higher % means a stronger effect; GST-tagged Rac1 F28L mutant substrate. inhibition, % at 30 µM; hits with a dose series show IC50 in µM. hit rate 0.6% among 340,000. AID 624330, 2012;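 active = first-screen hits whose inhibition reached a set limit at any dose in the follow-up dose series; inconclusive = inhibition above the set first-screen limit but never retested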;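 note: fluorescence reports GDP produced by GAP-driven GTP hydrolysis; strong numbers were not always called active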
TNAP activators: human TNAP enzyme activators, primary screen, biochemical, luminescent, no phosphate acceptor, uHTS (AID 1001). hit rate 0.03% among 200,000. activation fold at 20 µM, or EC50 in µM where a hit was titrated. Alkaline phosphatase, tissue-nonspecific isozyme (Homo sapiens). purified TNAP, luminescent activation assay, no phosphate acceptor; higher activation fold means a stronger effect; in the data active = activation fold from about 3, or a potency from the dose series; inactive = the rest, 99 in 100 with activation fold below about 1.6; note: many of its hits are not listed in these tables
T cell modulator: modulators of CD8 T cell-vesicle binding, primary screen, mouse 2C CD8+ T cells, flow cytometry. 2C CD8+ T cell-vesicle binding; stronger effect = lower value. calls only at 7 µM. hit rate 0.068% among 330,000. AID 2052, 2009;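 active = response, share of CD8 T cells binding vesicles, and their 90th percentile fluorescence all below set limits, cut at about 80% in these data, passing the limit was not always enough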
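Material: murine 2C transgenic CD8+ T lymphocytes / Also added: QL9-peptide-loaded Drosophila micro-vesicles bearing Ld, ICAM-1 and B7-1 / Schedule: binding step 1.5 h, 37 °C, antibody labelling 20 min, ice / Signal: flow cytometry, PE anti-B7-1 (FL2) versus Alexa647 anti-CD8 (FL8), PFA-fixed / Evaluation: percent CD8+ FL2 mean versus row control / Benchmarks: naked versus QL9-loaded vesicles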
T cell modulator vesicle-bound %: second read-out of T cell modulator, no call of its own (marks repeat the call); double positive events, %; measured here: CD8+ vesicle-bound cell fraction;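 binding gate set so that unloaded-vesicle control wells show 10% double positive cells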
NTR1 ag cell count 20 µM: also measured in NTR1 ag; calls as there; cell count; measured here: cell count, cytotoxicity flag
Myeloid diff MLP GFP+ MAC1+ %: further read-out of Myeloid diff MLP, marked with its call; GFP+ MAC1+ double positive, %; measured here: differentiation confirmed by MAC1 staining
An asterisk follows results filed as active; i = inactive; ? = inconclusive; . = no result given; + = active, no number; [ ] = remark or other dose. This is a random part of the collection; 2.3% or so of the library scored in one or more.

SMILES	RSV CPE inhibition	PhoP inhibition	UTI89 phage lysis	Large T inhibition	Myeloid diff MLP	Myeloid diff MLP GFP+ MAC1+ %	NTR1 ag	NTR1 ag cell count 20 µM	Rac1 GTP hydrolysis	TNAP activators	T cell modulator	T cell modulator vesicle-bound %
CC1CCCC(C)N1NC(=O)Cc1ccccc1 (centres undefined)	0.9%	-3.8%	0.2%	12.1%	i	3.3	-0.7	47	4.0%	.	i	18.3
CC(=O)Nc1ccc(S(=O)(=O)N(Cc2cccnc2)Cc2cc3ccccc3[nH]c2=O)cc1	-1.9%	7.4%	0.4%	-1.9%	i	1.8	2.3	48	7.8%	.	i	43.1
COc1ccc(NC(=S)N2CCC(NC(=O)c3ccco3)CC2)cc1	1.8%	4.8%	0.1%	6.1%	i	4.0	-0.4	53	2.3%	.	i	21.9
Cc1nc(Cl)c(N=Cc2cccc([N+](=O)[O-])c2)c(Cl)n1	1.3%	-1.7%	0.8%	2.3%	i	0.2	0.8	49	3.2%	.	i	42.2
Cc1csc(NC(=O)C2CCCN(S(=O)(=O)c3cnc[nH]3)C2)n1 (centres undefined)	2.6%	7.9%	-4.6%	-0.6%	i	4.2	-1.5	54	1.9%	1.1	i	33.0
COc1ccc(C/C(C)=N\NC(=O)c2c[nH]c3ccccc23)cc1OC	1.2%	-3.8%	12.3%	17.0%	i	0.6	-0.3	52	9.4%	.	i	11.9
Cc1cccc(NC(=O)CSCC(=O)N2CCN(C(=O)c3ccco3)CC2)c1	0.8%	.	0.5%[50 µM]	.	i	0.2	-1.5	53	3.4%	.	i	38.5
O=C(COC(=O)c1cc(S(=O)(=O)N2CCOCC2)ccc1F)Nc1cc([N+](=O)[O-])ccc1F	.	.	1.4%	.	i	0.9	5.5	57	2.6%	.	i	46.8
CCOc1ccc(Cn2ccnc2)cc1[N+](=O)[O-]	1.5%	15.9%	1.4%[50 µM]	13.2%	i	0.4	1.4	83	6.5%	1.1	i	52.2
CN(C)C(=O)Nc1ccccc1CC[N+](=O)[O-]	0.8%	9.1%	-0.5%	4.5%	i	0.3	-0.2	35	1.9%	1.2	i	46.3
Cc1nn(Cc2ccc(Cl)cc2)c(C)c1NC(=O)c1noc2c1CCCCC2	0.8%	-4.2%	0.1%	1.8%	?	.	0.6	69	6.4%	1	i	59.7
Cc1ccc(-n2nnnc2SCC(=O)Nc2ccc3c(c2)COC3=O)cc1C	2.0%	-8.9%	4.3%	.	i	1.4	-0.2	54	4.2%	1.1	i	29.0
CCOC(=O)c1c(NC(=O)Cn2nnc3ccccc32)sc2c1CCC(C)C2 (centres undefined)	15.6%	4.7%	0.3%	9.0%	i	0.3	10.1	66	3.2%	1.1	i	38.0
Cc1ccccc1C(=O)NCC(=O)Nc1ccccc1C(F)(F)F	1.2%	0.0%	0.1%	5.6%	i	0.0	1.2	63	2.4%	0.9	i	41.8
CSc1ccccc1-n1nnnc1SCC(=O)Nc1cc(C)ccc1C	13.0%	0.6%	0.1%	-1.1%	i	1.3	-2.7	84	5.3%	1.1	i	57.2
CNC(=O)COC(=O)c1ccc(NS(=O)(=O)c2ccc3c(c2)OCCO3)cc1	-0.2%	-7.8%	0.1%	9.4%	i	0.6	-0.2	68	2.5%	1.1	i	34.7
Cc1ccccc1N1CC(C(=O)Nc2nnc(SCc3cccnc3)s2)CC1=O (centres undefined)	3.2%	4.1%	0.1%	14.2%	i	0.9	-0.3	68	11.5%	.	i	77.0
COc1ccc(CN2C(=O)Cc3c2nc(N)c2c(N)nc(N4CCOCC4)c(C#N)c32)cc1	2.1%	-3.3%	1.9%	16.8%	i	0.4	0.7	65	5.7%	.	i	58.2
O=C(CCC(=O)N1CCN(S(=O)(=O)c2ccc([N+](=O)[O-])cc2)CC1)N1CCOCC1	.	.	3.5%	.	i	0.7	-1.3	55	-5.7%	.	i	51.7
Cn1c(=O)n(C)c2cc(/C=C3/NC(=O)N(Cc4ccccc4)C3=O)ccc21	-1.2%	-9.3%	2.0%	12.1%	i	1.8	6.1	52	2.7%	1.1	i	31.9

Complete entries from above:
Listed for Cc1nn(Cc2ccc(Cl)cc2)c(C)c1NC(=O)c1noc2c1CCCCC2 → RSV CPE inhibition = 0.8%; PhoP inhibition = -4.2%; UTI89 phage lysis = 0.1%; Large T inhibition = 1.8%; Myeloid diff MLP = ?; Myeloid diff MLP GFP+ MAC1+ % = .; NTR1 ag = 0.6; NTR1 ag cell count 20 µM = 69; Rac1 GTP hydrolysis = 6.4%; TNAP activators = 1; T cell modulator = i; T cell modulator vesicle-bound % = 59.7
Listed for CCOC(=O)c1c(NC(=O)Cn2nnc3ccccc32)sc2c1CCC(C)C2 (centres undefined) → RSV CPE inhibition = 15.6%; PhoP inhibition = 4.7%; UTI89 phage lysis = 0.3%; Large T inhibition = 9.0%; Myeloid diff MLP = i; Myeloid diff MLP GFP+ MAC1+ % = 0.3; NTR1 ag = 10.1; NTR1 ag cell count 20 µM = 66; Rac1 GTP hydrolysis = 3.2%; TNAP activators = 1.1; T cell modulator = i; T cell modulator vesicle-bound % = 38.0

(listing goes on)
SMILES	RSV CPE inhibition	PhoP inhibition	UTI89 phage lysis	Large T inhibition	Myeloid diff MLP	Myeloid diff MLP GFP+ MAC1+ %	NTR1 ag	NTR1 ag cell count 20 µM	Rac1 GTP hydrolysis	TNAP activators	T cell modulator	T cell modulator vesicle-bound %
Fc1cccc(NC(=S)NNc2c3ccccc3nc3ccccc23)c1	.	5.8%	-0.4%	6.8%	i	0.5	.	.	3.8%	0.7	.	.
Cc1ccc(NC(=O)c2ccc(S(=O)(=O)N3CCC(C)CC3)cc2)nc1	13.9%	-7.4%	1.2%[50 µM]	9.9%	i	1.4	2.8	75	5.5%	.	i	39.9
COc1ccc(N(C(=O)CNC(=O)c2ccco2)C(C(=O)NC2CCCCC2)c2ccco2)cc1 (centres undefined)	0.4%	3.6%	-1.4%	4.2%	i	0.5	-0.2	54	0.7%	1.1	i	29.3
CNC(=O)C(C)c1ncc(C(F)(F)F)cc1Cl (centres undefined)	0.6%	-3.0%	0.8%	7.3%	i	0.2	1.8	38	3.8%	1	i	32.9
N#CC1=C(N)N2C(=C(C#N)C13CCCCC3)SC1CCCCC12O (centres undefined)	7.2%	10.0%	6.5%	2.2%	i	2.3	3.8	80	5.0%	1.1	i	38.2
O=C(O)C1CSC2c3ccccc3C(=O)N12 (centres undefined)	-0.3%	5.0%	2.1%	23.4%	i	1.4	-0.1	71	2.9%	1.1	i	17.2
CCCCN(C)CCN1C(=O)C2C(C(=O)Nc3ccc(OC)cc3)C3C=CC2(O3)C1C(=O)NC1CCCCC1 (centres undefined)	-0.7%	-4.9%	0.0%	1.8%	i	4.3	-0.6	59	-0.7%	.	i	24.6
COCCNC(=O)CSc1nc(-c2ccccc2)c(-c2ccccc2)o1	2.5%	-2.4%	-0.2%	2.6%	i	0.7	0.6	44	19.0%	1.1	i	13.3
COc1cccc(C(=O)N/N=C/c2ccc(OC)c(COc3ccccc3C(N)=O)c2)c1	8.0%	19.1%	-0.5%[50 µM]	-11.5%	i	2.7	2.3	61	6.6%	.	i	56.8
COc1ccc(S[C@@H](CCN2CC[C@H](O)CCC2=O)c2ccccc2)cc1	-0.4%	.	3.0%	.	i	2.0	-2.0	47	9.9%	.	i	24.7
Cc1cccc(C)c1NC(=O)c1ccc(OCc2c(C)noc2C)cc1	.	.	0.7%[50 µM]	.	i	0.5	-0.6	59	3.8%	.	i	52.1
CCOc1cc(C2C(C#N)=C(N)Oc3cc(N)ccc32)ccc1O (centres undefined)	5.7%	-4.2%	0.2%	24.8%	i	0.0	0.3	51	9.9%	.	i	10.3
CSc1ccc(CNCCCSc2ncccn2)cc1	-0.9%	7.8%	-1.5%	3.1%	i	0.8	-0.8	61	0.8%	.	i	52.5
Cc1ccc(C(CNS(=O)(=O)c2ccc(F)cc2)N2CCN(C)CC2)cc1 (centres undefined)	-2.8%	1.9%	1.4%[50 µM]	3.3%	i	0.7	0.5	57	3.7%	.	i	49.7
Cc1ccc(N(CC(=O)O)S(C)(=O)=O)cc1Cl	0.8%	6.8%	3.9%	8.8%	i	1.4	-1.7	54	7.3%	1.1	i	28.0
CCN(CC)S(=O)(=O)c1ccc2c3c(cccc13)C(=O)N2	0.8%	5.7%	-0.5%	4.1%	i	2.6	0.2	95	14.1%	1.1	+	4.4*
FC(F)(F)c1cccc(N2CCN(C(=S)NCC3CCCO3)CC2)c1 (centres undefined)	9.9%	-7.5%	1.2%	3.0%	i	0.1	3.9	38	1.6%	1.1	i	59.6
C=CCN1C(=O)c2ccc(C(=O)N(C)CC(=O)Nc3ccccc3Br)cc2C1=O	0.6%	-4.4%	0.0%	9.4%	i	0.8	0.2	70	0.7%	.	i	53.3
Cc1cc(=O)[nH]c(SCC(=O)N(CCC#N)c2ccccc2)c1C#N	-2.1%	-14.1%	0.1%	7.9%	i	0.7	-0.1	29	7.3%	1.1	i	42.9
O=C(/C=C/c1ccccc1)NC(=O)c1ccccc1O	9.4%	.	0.0%	11.8%	i	0.3	0.2	67	11.1%	.	i	29.7
CC(C)N(Cc1ccccc1)C(=O)COC(=O)c1cc[n+]([O-])cc1	.	.	-0.5%	.	i	0.1	7.3	57	3.4%	.	i	38.6
Cn1c(C(C#N)C(=O)Cc2cccc3ccccc23)nc2ccccc21 (centres undefined)	1.1%	7.7%	-0.4%	19.5%	i	1.4	1.2	34	-8.5%	1.1	i	40.5
CCCn1c(N)c(N(CCOC)C(=O)c2ccccc2F)c(=O)[nH]c1=O	4.1%	4.1%	0.5%	11.1%	i	0.1	-0.9	45	7.3%	.	i	19.2
COC(=O)c1ccc(Cl)c(NC(=O)c2cccc([N+](=O)[O-])c2C)c1	0.7%	-4.5%	1.4%	2.9%	i	0.2	0.4	31	3.6%	1.1	i	4.7
